Assay outcomes from PubChem BioAssay.
T cell modulator – modulators of CD8 T cell-vesicle binding, primary screen, mouse 2C CD8+ T cells, flow cytometry; 2C CD8+ T cell-vesicle binding; hits give low values; calls only at 7 µM; hit rate 0.068% among 330,000; AID 2052, 2009;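 active means response, share of CD8 T cells binding vesicles, and their 90th percentile fluorescence all below set limits, cut at about 80% in these data, passing the limit was not always enough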
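Incubation: binding step 1.5 h, 37 °C, antibody labelling 20 min, ice; system: murine 2C transgenic CD8+ T lymphocytes; technique: cytometric PE anti-B7-1 and Alexa647 anti-CD8 signals after 1% paraformaldehyde fixation; also added: QL9-charged Drosophila Ld/ICAM-1/B7-1 vesicles; control set: naked versus QL9-loaded vesicles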
bCat nuc transl – modulators of beta-catenin nuclear translocation, primary screen, imaging, HeLa cells, immunofluorescence, high-content. nuclear translocation activity, % at 5 µM. hit rate 0.3% among 190,000;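 active means nuclear translocation activity above 50% at 5 µM, with a well cell count of 50 or more; inconclusive means wells under 50 cells across six images, flagged as toxic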;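 further: per-cell ratio of nuclear to cytoplasmic median beta-catenin stain intensity; plate controls were DMSO negative control for no effect and GSK-3 inhibitor IX positive control for full effect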
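Test system: HeLa cells, endogenous beta-catenin; Compound: single 5 µM dose plus 0.02–20 µM confirmation series; Times: compound exposure 24 h at 37°C; Signal: fluorescence imaging of beta-catenin antibody stain plus DAPI; Read-out: % activation, nuclear-to-cytoplasmic median beta-catenin signal ratio per cell.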
West Nile virus CPE – West Nile virus antiviral activity, cell-based, CPE readout (AID 1621); West Nile virus-infected cells, CPE inhibition; higher % means a stronger effect; CPE inhibition, % at 10 µM, or IC50 in µM where a hit was titrated; hit rate 0.02% among 290,000; in the data active means a potency from the dose series; inconclusive means CPE inhibition mostly from about 3.7% at the one dose, without a potency; inactive means the rest, 99 in 100 with CPE inhibition below about 2.2%; further: strong numbers were not always called active
RSV antiviral HEp-2 – RSV antiviral activity via CPE protection, HEp-2 cells, primary 10 µM value included (AID 2391); HEp-2 cells, RSV-induced CPE inhibition; higher % means a stronger effect; one-dose CPE inhibition, % at 10 µM; IC50 in µM for titrated hits; hit rate 0.13% among 310,000; in the data active means a potency from the dose series; inconclusive means CPE inhibition mostly from about 23% at the one dose, without a potency; inactive means the rest, 99 in 100 with CPE inhibition below about 21%; further: strong numbers were not always called active
PhoP inhibition – inhibitors of PhoP regulon expression, primary screen, Salmonella Typhimurium, GFP reporter (AID 1863); S. Typhimurium PhoP-regulated promoter GFP reporter, 4 h; higher % means a stronger effect; inhibition, % at 50 µM; hits with a dose series show IC50 in µM; hit rate 0.16% among 300,000;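 active means inhibition over 29.93%, a cutoff 3 SD above the screen mean, later confirmed by dose response; inconclusive means inhibition over 29.93% but no dose response follow-up; inactive means inhibition at most 29.93% or unconfirmed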;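 further: 0% = low Mg2+ inducing control and 100% = high Mg2+ repressing control; strong numbers were not always called active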
Myeloid diff 2 – induction of myeloid progenitor differentiation, primary screen, cell-based, flow cytometry, MLPCN library; ER-HoxA9 myeloid progenitors, lysozyme-GFP differentiation; calls only at 10 µM; hit rate 1% among 360,000;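 active means normalized GFP-positive differentiation at or above the plate's own cutoff, the solvent-only control mean plus 3 SD; inconclusive means no clear call, values can overlap the other calls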;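 further: cells exposed to compound for four days before flow analysis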
MgcRacGAP inhibition – MgcRacGAP GTPase-activating activity inhibitors, confirmation, biochemical, ADP Hunter fluorescence; MgcRacGAP-stimulated Rac1 GTP hydrolysis, ADP Hunter fluorescence; higher % means a stronger effect; GST-tagged Rac1 F28L mutant substrate; inhibition, % at 30 µM; hits with a dose series show IC50 in µM; hit rate 0.6% among 340,000; AID 624330, 2012;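 active means first-screen hits whose inhibition reached a set limit at any dose in the follow-up dose series; inconclusive means inhibition above the set first-screen limit but never retested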;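 further: fluorescence reports GDP produced by GAP-driven GTP hydrolysis; strong numbers were not always called active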
WT yeast gro inh – growth inhibition of WT strain, primary screen, mitochondrial fusion inhibitor project, WT and mutant strains, chemical genetic; mitochondrial fusion phenotypic screen; inhibition, % at 10 µM; hit rate 2.1% among 190,000; AID 1362, 2008; in the data active means inhibition above about 58%; tested in S. cerevisiae
Large T inhibition – SV40 large T antigen inhibitors, biochemical (AID 1903). one-dose inhibition, % at 20 µM; IC50 in µM for titrated hits. SV40 large T antigen ATPase/helicase inhibition assay; higher % means a stronger effect. hit rate 0.39% among 310,000; in the data active means a potency from the dose series; inconclusive means inhibition mostly from about 32% at the one dose, without a potency; inactive means the rest, 99 in 100 with inhibition below about 32%; further: strong numbers were not always called active
WT yeast gro inh mutant strain – second read-out of WT yeast gro inh, no call of its own (marks repeat the call); inhibition, %; mitochondrial fusion phenotypic screen, mutant strain inhibition
bCat nuc transl cell count 5 µM – second read-out of bCat nuc transl, no call of its own (marks repeat the call); cell count; measured here: cell count, cytotoxicity flag
T cell modulator vesicle-bound % – second read-out of T cell modulator, no call of its own (marks repeat the call); double positive events, %; measured here: CD8+ vesicle-bound cell fraction;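 binding gate set so that unloaded-vesicle control wells show 10% double positive cells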
Myeloid diff 2 GFP+ MAC1+ % – further read-out of Myeloid diff 2, marked with its call; GFP+ MAC1+ double positive, %; measured here: differentiation confirmed by MAC1 staining
* hit, by the source's call; i = inactive; u = inconclusive; x = not tested or not shown.

SMILES	T cell modulator	T cell modulator vesicle-bound %	bCat nuc transl	bCat nuc transl cell count 5 µM	West Nile virus CPE	RSV antiviral HEp-2	PhoP inhibition	Myeloid diff 2	Myeloid diff 2 GFP+ MAC1+ %	MgcRacGAP inhibition	WT yeast gro inh	WT yeast gro inh mutant strain	Large T inhibition
COc1ccccc1C(=O)NCC(=O)NNC(=O)C1COc2ccccc2O1 (stereo unspecified)	i	11	x	x	x	-2.2%	-2%	i	1.5	6%	x	x	14%
Cc1cc(C)c(NC(=O)COC(=O)/C=C/c2cccs2)c(C)c1	i	33	-0.6	929	0.4%	2.0%	1%	i	0.8	4%	-16	-5	1%
O=C(CSc1ccc(Cl)cc1)N/N=C/c1cccnc1	i	21	-2.5	1085	-0.7%	-0.3%	8%	i	0.7	10%	-1	-6	-3%
Cc1ccc(S(=O)(=O)N2CCC[C@H]2C(=O)OCC(=O)c2ccc3c(c2)NC(=O)CO3)cc1	i	56	-1.8	1286	0.5%	-0.1%	6%	i	0.0	-1%	x	x	21%
O=C1c2ccccc2C(=O)N1Cc1nc(-c2ccccc2)no1	i	8	-2.9	1066	-0.2%	4.1%	x	i	0.3	6%	x	x	x
CCCCCC[N+](C)(C)CC/C=C1/c2ccccc2Sc2ccc(Cl)cc21	i	19	-0.7	1404	0.8%	18%	-6%	i	0.9	16%	x	x	8%
CN1c2ccsc2/C(=N/NC(=O)c2c(F)cccc2F)CS1(=O)=O	i	41	-4.2	958	0.3%	1.3%	10%	i	0.7	-2%	-13	-18	25%
OC1(c2cccc(C(F)(F)F)c2)CCN(Cc2nc(-c3cnccn3)no2)CC1	i	39	0.6	1560	-0.2%	0.4%	-2%	i	0.8	10%	-5	-5	15%
CCOc1ccc(C(=O)Nc2ccc(-c3nc4ccccc4[nH]3)cc2)cc1[N+](=O)[O-]	i	34	x	x	-0.3%	2.4%	-1%	i	0.6	-7%	13	6	12%
CC(C)c1ccc(C2/C(=C(/O)c3ccc(F)cc3)C(=O)C(=O)N2CCCN2CCOCC2)cc1 (stereo unspecified)	i	61	x	x	-0.3%	1.3%	-5%	i	0.5	2%	x	x	3%
Cc1ccc(NS(=O)(=O)N2CCOCC2)cc1	i	65	x	x	0.1%	0.5%	3%	i	0.0	-2%	x	x	16%
CCC(C)[C@H](NC(=O)NCc1ccccc1Cl)C(=O)O (stereo partly specified)	i	10	-3.2	1260	0.0%	-1.0%	2%	i	4.8	7%	-2	9	24%
COc1ccc(OC)c(S(=O)(=O)NCc2csc(-c3ccccc3)n2)c1	i	17	-1.8	1060	-1.1%	0.6%	-3%	i	1.2	0%	-5	4	1%
COc1ccccc1/C=C1\S/C(=N/NC(=O)c2cccc(Br)c2)NC1=O	i	10	-3.0	796	1.6%	3.7%	-10%	i	1.3	10%	2	-9	9%
O=C(Nc1ccc(N2CCN(C(=O)c3cccs3)CC2)cc1)c1cccnc1Cl	i	56	0.0	991	-0.8%	4.2%	x	i	0.2	4%	4	-7	x
CC(C)=CC(=O)OCC(=O)Nc1ccc(Cl)cn1	i	55	1.4	996	0.4%	3.9%	6%	i	0.9	13%	6	9	0%
O=C(NNC(=O)c1ccc2ccccc2n1)c1ccc(O)cc1	i	39	x	x	x	4.3%	x	i	1.1	5%	x	x	x
Cc1ccc(C(C)C)c(Oc2cnccn2)c1	i	43	x	x	-0.1%	1.6%	-2%	i	0.6	1%	x	x	5%
Cc1cccc(C(=O)Nc2ccc(Oc3cnccn3)cc2)c1	i	62	x	x	-0.5%	1.1%	5%	i	0.4	7%	x	x	0%
CCNc1nc(NCC)nc(OCCOC(C)=O)n1	i	20	-1.0	982	0.1%	1.1%	4%	i	1.0	-12%	-1	-5	10%
CC(NS(=O)(=O)c1ccc(OCC(=O)N2CCOCC2)cc1)c1ccccc1 (stereo unspecified)	i	48	-0.3	580	0.4%	2.5%	-9%	i	0.4	7%	-11	-5	3%
C=CCn1c(C)cc(C2=NNC(=NCc3ccccc3)SC2)c1C	i	53	37	428	-0.6%	2.7%	-4%	i	0.9	7%	1	-5	22%
Cc1c(NC(=O)NC2CCCCC2)cccc1[N+](=O)[O-]	i	3	-2.8	977	0.4%	-1.5%	-2%	i	0.4	8%	15	-5	-1%
Cc1ccc(S(=O)(=O)N(CCC#N)C2CCCCC2)c2nsnc12	i	54	-3.2	581	-0.6%	2.7%	13%	i	0.9	1%	3	-3	11%
CCCS(=O)(=O)N1CCN(Cc2ccc3c(c2)c2ccccc2n3CC)CC1	i	30	2.6	934	-0.5%	46%	7%	i	0.5	23%	26	12	7%
CCC(C)[C@H](NC(=O)NCCCN1CCOCC1)C(=O)OC (stereo partly specified)	i	19	-2.8	968	0.0%	-1.4%	-4%	i	6.0	9%	-6	-4	22%
CCN(CC(=O)Nc1c(F)cccc1F)C(=O)c1cc2ccccc2oc1=O	i	6	x	x	x	-2.7%	1%	i	0.4	-4%	x	x	17%
CCOc1ccc(/C=C2\SC(N3CCc4ccccc4C3)=NC2=O)cc1	i	24	-7.0	534	-0.4%	3.2%	-5%	i	1.7	8%	36	6	7%
COc1ccc(N2CCN(C(=O)CSc3nnnn3-c3ccc4c(c3)OCCO4)CC2)cc1	i	26	-0.8	1015	-1.0%	12%	-11%	i	4.4	11%	11	13	12%
CCCCOc1c(Br)cc(CNCCCN2CCOCC2)cc1OC	i	34	x	x	-1.7%	-0.9%	7%	i	1.4	6%	x	x	6%
COc1ccc(S(=O)(=O)Nc2ccc3ccccc3c2)cc1C	i	18	x	x	-1.1%	-0.2%	4%	i	0.7	6%	79	79	8%
O=C(CNC(=O)N1CC(=O)Nc2ccccc21)Nc1ccc(Cl)cc1	i	12	x	x	0.4%	3.6%	-6%	i	4.1	6%	x	x	6%
CC(=O)Nc1ccc(S(=O)(=O)NCC(=O)OCC(=O)NNC(=O)c2ccccc2)cc1	i	10	x	x	x	0.8%	x	i	0.7	3%	x	x	x
CCN(CC(=O)NCc1ccc(Cl)cc1)C(=O)c1cc(OC)cc(OC)c1	i	28	x	x	-0.3%	0.8%	2%	i	0.5	9%	x	x	3%
COc1ccc2cc(C(=O)NCc3ccccc3)c(=Nc3ccc(C(=O)O)cc3)oc2c1	i	38	0.0	1111	-0.7%	13%	-1%	i	0.1	12%	-17	8	20%
COC(=O)Cc1[nH]n(-c2ccccc2)c(=O)c1C(C)=Nc1ccccc1	i	48	-0.9	1106	0.1%	-0.3%	2%	i	0.3	1%	1	-3	20%
Cn1c(CCC(=O)OCC(=O)Nc2ccc(Oc3ccccc3)cc2)nc(=O)c2ccccc21	i	56	-3.9	614	-0.2%	1.9%	-12%	i	0.5	3%	-5	-17	5%
CN(C)c1nc(-c2cccnc2)nc(-c2ccccc2)c1C#N	i	30	x	x	1.4%	1.0%	13%	i	0.7	4%	x	x	3%
COc1ccccc1OCC(=O)Nc1ncc(C)s1	i	28	x	x	x	5.0%	x	u	x	4%	x	x	x
CC(C)CNC(=O)[C@H](Cc1ccccc1)NC(=O)c1ccco1	i	53	-5.8	931	0.4%	0.0%	2%	i	1.4	9%	-11	5	13%
O=C(CCc1ccc(S(=O)(=O)NC2CCCCC2)cc1)NCc1cccnc1	i	37	0.1	1516	-0.1%	2.5%	6%	i	0.3	-4%	16	-3	12%
COc1cc(C)nc(NCc2ccccc2)n1	i	40	2.6	1053	0.2%	0.0%	13%	i	0.4	7%	16	13	-5%

Ten compounds from above, ordered by heavy-atom count, low to high.
SMILES	T cell modulator	T cell modulator vesicle-bound %	bCat nuc transl	bCat nuc transl cell count 5 µM	West Nile virus CPE	RSV antiviral HEp-2	PhoP inhibition	Myeloid diff 2	Myeloid diff 2 GFP+ MAC1+ %	MgcRacGAP inhibition	WT yeast gro inh	WT yeast gro inh mutant strain	Large T inhibition
Cc1ccc(C(C)C)c(Oc2cnccn2)c1	i	43	x	x	-0.1%	1.6%	-2%	i	0.6	1%	x	x	5%
CCNc1nc(NCC)nc(OCCOC(C)=O)n1	i	20	-1.0	982	0.1%	1.1%	4%	i	1.0	-12%	-1	-5	10%
O=C1c2ccccc2C(=O)N1Cc1nc(-c2ccccc2)no1	i	8	-2.9	1066	-0.2%	4.1%	x	i	0.3	6%	x	x	x
COC(=O)Cc1[nH]n(-c2ccccc2)c(=O)c1C(C)=Nc1ccccc1	i	48	-0.9	1106	0.1%	-0.3%	2%	i	0.3	1%	1	-3	20%
CCN(CC(=O)NCc1ccc(Cl)cc1)C(=O)c1cc(OC)cc(OC)c1	i	28	x	x	-0.3%	0.8%	2%	i	0.5	9%	x	x	3%
CCOc1ccc(C(=O)Nc2ccc(-c3nc4ccccc4[nH]3)cc2)cc1[N+](=O)[O-]	i	34	x	x	-0.3%	2.4%	-1%	i	0.6	-7%	13	6	12%
CC(=O)Nc1ccc(S(=O)(=O)NCC(=O)OCC(=O)NNC(=O)c2ccccc2)cc1	i	10	x	x	x	0.8%	x	i	0.7	3%	x	x	x
COc1ccc2cc(C(=O)NCc3ccccc3)c(=Nc3ccc(C(=O)O)cc3)oc2c1	i	38	0.0	1111	-0.7%	13%	-1%	i	0.1	12%	-17	8	20%
COc1ccc(N2CCN(C(=O)CSc3nnnn3-c3ccc4c(c3)OCCO4)CC2)cc1	i	26	-0.8	1015	-1.0%	12%	-11%	i	4.4	11%	11	13	12%
CC(C)c1ccc(C2/C(=C(/O)c3ccc(F)cc3)C(=O)C(=O)N2CCCN2CCOCC2)cc1 (stereo unspecified)	i	61	x	x	-0.3%	1.3%	-5%	i	0.5	2%	x	x	3%
